Screens: PubChem BioAssay, several laboratories
CYP2C19 inhib – human CYP2C19 inhibition | CYP2C19 Supersomes, luciferin-H EGE luminescence, 30 min | inhibition, % at 5 µM | actives 21% (n = 96,000);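 active means CYP2C19 inhibition above a set limit at 5 µM in the primary screen, cut at about 50% in these data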;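 further: plate controls were negative control wells for no effect and 2.5 mM tranylcypromine positive control for full effect; values of inactives mirror those of a sister screen read the other way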
Target sequence (P33261 whole entry, looked up): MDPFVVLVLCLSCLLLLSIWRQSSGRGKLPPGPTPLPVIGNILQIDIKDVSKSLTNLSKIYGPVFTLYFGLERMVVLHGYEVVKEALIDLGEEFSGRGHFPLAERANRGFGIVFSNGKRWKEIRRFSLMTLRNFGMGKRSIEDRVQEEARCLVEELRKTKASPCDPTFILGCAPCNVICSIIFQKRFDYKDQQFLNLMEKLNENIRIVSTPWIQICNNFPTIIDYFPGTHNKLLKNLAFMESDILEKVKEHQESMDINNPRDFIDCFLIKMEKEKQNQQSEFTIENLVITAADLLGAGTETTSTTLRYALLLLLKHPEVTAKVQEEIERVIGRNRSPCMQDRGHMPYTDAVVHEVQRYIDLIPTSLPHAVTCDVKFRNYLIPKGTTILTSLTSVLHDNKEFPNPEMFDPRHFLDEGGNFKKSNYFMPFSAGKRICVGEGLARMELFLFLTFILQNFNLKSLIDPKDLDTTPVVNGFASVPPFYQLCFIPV
S1P2 antag – S1P2 (human) receptor antagonism | inhibition, % at 5 µM | cell-based S1P2 antagonist assay, inhibition at 5 uM | actives 0.21% (n = 97,000) | O95136 | AID 736; in the data active means inhibition above about 45%;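 further: CRE beta-lactamase reporter cells expressing human S1P2 stimulated with S1P; 0% = agonist at EC80 alone and 100% = agonist plus reference antagonist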
PostGolgi yeast – growth inhibition of a yeast mutant, post-Golgi transport screen | post-Golgi transport phenotypic cell assay | inhibition, % at 10 µM | actives 0.9% (n = 98,000);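 further: yeast cells grown in 1536-well plates; yeast grown about 18 h at 30C before absorbance read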
CYP2C19 act – cytochrome P450 2C19 (human) activation; P33261; recombinant CYP2C19, luciferin-H EGE luminescence; hits give high values; 0 = fully inhibited enzyme, 1 = untreated enzyme; AID 1025; activation factor at 5 µM; 96,000 tested, under 10 active;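 active means activation factor of at least 2 at 5 µM in the primary screen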;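 further: 0 = wells with 2.5 mM tranylcypromine and 1 = vehicle-only wells; values of inactives mirror those of a sister screen read the other way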
sEH activator – increases human soluble epoxide hydrolase activity; activation, % at 2 µM; P34913; purified human sEH enzymatic activity, activator screen; actives 0.04% (n = 91,000); AID 717; in the data active means activation above about 37%; further: values of inactives mirror those of a sister screen read the other way
sEH inh – soluble epoxide hydrolase (human) inhibition; inhibition, % at 2 µM; P34913; recombinant human sEH enzymatic activity assay; actives 0.34% (n = 91,000); in the data active means inhibition above about 80%; further: values of inactives mirror those of a sister screen read the other way; many of its hits are not listed in these tables
S1P2 ag – activates the human S1P2 receptor; O95136; S1P2-expressing cell line, agonist reporter read-out; activation, % at 4.5 µM; actives 0.46% (n = 97,000); AID 729; in the data active means activation above about 16%;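 further: 0% = vehicle low control and 100% = maximal reference agonist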
DAT uptake mod – changed human dopamine transporter uptake under cocaine IC80. Q01959. LLC-PK1 hDAT cells, [14C]-dopamine uptake with cocaine IC80; actives deviate in either direction. B-score at 10 µM. actives 1.3% (n = 110,000);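 active means Z score or B-score, a plate-position-corrected score, falls beyond the plate's 99.7% confidence bounds, in either direction; inactive means both scores lie inside the 99.7% bounds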;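 further: scored against the spread of the other compound wells on the same plate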
Target sequence (Q01959 whole entry, looked up): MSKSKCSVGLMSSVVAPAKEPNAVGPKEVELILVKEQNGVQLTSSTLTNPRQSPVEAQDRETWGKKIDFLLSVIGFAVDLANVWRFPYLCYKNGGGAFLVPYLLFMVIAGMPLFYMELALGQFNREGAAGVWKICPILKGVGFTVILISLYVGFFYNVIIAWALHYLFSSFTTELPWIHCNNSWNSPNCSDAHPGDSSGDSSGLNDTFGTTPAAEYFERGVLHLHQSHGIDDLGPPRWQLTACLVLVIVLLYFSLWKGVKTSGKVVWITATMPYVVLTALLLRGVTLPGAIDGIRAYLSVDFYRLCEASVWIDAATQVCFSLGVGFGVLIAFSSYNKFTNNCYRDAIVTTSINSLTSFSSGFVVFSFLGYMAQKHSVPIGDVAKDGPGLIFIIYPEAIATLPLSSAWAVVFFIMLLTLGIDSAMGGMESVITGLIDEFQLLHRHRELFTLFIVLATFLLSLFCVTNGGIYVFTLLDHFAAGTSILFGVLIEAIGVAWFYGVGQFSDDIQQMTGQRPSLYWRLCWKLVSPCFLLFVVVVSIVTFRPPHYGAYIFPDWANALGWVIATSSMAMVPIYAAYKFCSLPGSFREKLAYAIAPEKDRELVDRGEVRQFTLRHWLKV
PostGolgi ctrl – growth of the yeast control strain, post-Golgi counter-screen. efflux-deficient yeast background strain, growth absorbance A615, 16 h. inhibition, % at 10 µM. actives 5% (n = 98,000). AID 738
* hit, by the source's call. Unless noted, no stated cut-off is given here; in the data, active means inhibition above about 30%; inactive means the rest.

What do the screens show for `COc1ccc(CN(CC(=O)NCc2ccco2)C(=O)CCC(=O)Nc2ccccn2)cc1`?
CYP2C19 inhib: 5; S1P2 antag: -1; PostGolgi yeast: -2; CYP2C19 act: 0.9; sEH activator: 7; sEH inh: -6; S1P2 ag: -4; DAT uptake mod: 0.58; PostGolgi ctrl: 0

What do the screens show for `O=C(COc1ccc([N+](=O)[O-])cc1)NCc1ccccc1`?
S1P2 antag: 4; PostGolgi yeast: -2; sEH activator: 10; sEH inh: -13; S1P2 ag: -6; DAT uptake mod: 0.074; PostGolgi ctrl: -8

Results for CCOc1ccc(C2CC(c3ccc(CC)cc3)n3nc(N)nc3N2)cc1 (centres undefined) ?
CYP2C19 inhib: -4; PostGolgi yeast: -9; CYP2C19 act: 1; DAT uptake mod: 1.1; PostGolgi ctrl: 11

What do the screens show for `COc1cc(OC)c(OC)cc1/C=N/NC(=S)NCC1CCCO1` (centres undefined)?
CYP2C19 inhib: 5; S1P2 antag: -21; PostGolgi yeast: -11; CYP2C19 act: 1; sEH activator: -9; sEH inh: 8; S1P2 ag: -3; DAT uptake mod: 0.25; PostGolgi ctrl: 2

What do the screens show for `CC(Sc1ccsc1[N+](=O)[O-])C(=O)NCCc1ccc(Cl)cc1` (centres undefined)?
CYP2C19 inhib: 57*; S1P2 antag: 2; PostGolgi yeast: 70*; CYP2C19 act: 0.4; sEH activator: 1; sEH inh: -2; S1P2 ag: -6; DAT uptake mod: -1.4; PostGolgi ctrl: 34*

Results for CC(=O)c1ccc(NC(=O)CSCC(=O)Nc2ccc3ccccc3c2)cc1 ?
CYP2C19 inhib: 15; S1P2 antag: 19; PostGolgi yeast: -4; CYP2C19 act: 0.8; sEH activator: 3; sEH inh: -4; S1P2 ag: -1; DAT uptake mod: -0.96; PostGolgi ctrl: 8

What do the screens show for `CCCCc1ccc(-c2c(C#N)c(N)nc3c2CCCC3)s1`?
CYP2C19 inhib: 17; S1P2 antag: 6; PostGolgi yeast: -2; CYP2C19 act: 0.8; sEH activator: 14; sEH inh: -11; S1P2 ag: -6; DAT uptake mod: 0.07; PostGolgi ctrl: 12

How did Cc1ccccc1C1C(C#N)=C2NC(=O)c3c(sc4c3CCCCC4)N2C2=C1C(=O)CC(C)(C)C2 (centres undefined) do in these assays?
CYP2C19 inhib: 3; S1P2 antag: 9; PostGolgi yeast: 11; CYP2C19 act: 1; sEH activator: -11; sEH inh: 12; S1P2 ag: -4; PostGolgi ctrl: 41*

What do the screens show for `COc1ccc(/C=N/NC(=O)c2ccoc2C)cc1COc1c(C)cccc1C`?
CYP2C19 inhib: 18; S1P2 antag: 8; PostGolgi yeast: 3; CYP2C19 act: 0.8; sEH activator: -23; sEH inh: 24; S1P2 ag: -5; DAT uptake mod: 0.58; PostGolgi ctrl: 54*

Results for O=S1(=O)NC(=NCc2ccccc2)c2ccccc21 ?
CYP2C19 inhib: 60*; S1P2 antag: 11; PostGolgi yeast: 19; CYP2C19 act: 0.4; sEH activator: 4; sEH inh: -4; S1P2 ag: 0; DAT uptake mod: -0.65; PostGolgi ctrl: 9

What do the screens show for `O=C(Cn1c(O)c(/C=C2\C=Nc3ccc(Br)cc32)sc1=O)N1CCCC1`?
CYP2C19 inhib: 70*; S1P2 antag: -20; PostGolgi yeast: -2; CYP2C19 act: 0.3; sEH activator: -10; sEH inh: 11; S1P2 ag: -2; PostGolgi ctrl: 37*

How did O=C(Nc1ccccc1)c1nnsc1S(=O)c1ccc(Cl)cc1 (centres undefined) do in these assays?
CYP2C19 inhib: -6; S1P2 antag: 64*; PostGolgi yeast: 105*; CYP2C19 act: 1.1; sEH activator: 8; sEH inh: -9; S1P2 ag: -6; DAT uptake mod: -1.3; PostGolgi ctrl: 102*

How did O=C1C2C3c4ccccc4C(c4ccccc43)C2C(=O)N1c1nc(-c2ccccc2)cs1 (centres undefined) do in these assays?
CYP2C19 inhib: 24; S1P2 antag: 11; PostGolgi yeast: 0; CYP2C19 act: 0.8; sEH activator: -1; sEH inh: 3; S1P2 ag: -3; DAT uptake mod: -1; PostGolgi ctrl: 6

How did COc1cc(C(=S)N2CCOCC2)cc(OC)c1OS(=O)(=O)c1ccc(NC(C)=O)cc1 do in these assays?
CYP2C19 inhib: 58*; S1P2 antag: -9; PostGolgi yeast: -8; CYP2C19 act: 0.4; sEH activator: -10; sEH inh: 10; S1P2 ag: -1; DAT uptake mod: -1; PostGolgi ctrl: -2

Results for Cc1ccc2c(c1)N(C(=O)NC1CCCCC1)C(C)(C)CC2C (centres undefined) ?
CYP2C19 inhib: 72*; S1P2 antag: 11; PostGolgi yeast: 4; CYP2C19 act: 0.3; sEH activator: -44; sEH inh: 43; S1P2 ag: -3; DAT uptake mod: -0.96; PostGolgi ctrl: 8

What do the screens show for `CCOC(=O)C1=C(N)OC2=C(C(=O)CCC2)C1c1ccco1` (centres undefined)?
CYP2C19 inhib: 19; S1P2 antag: 12; PostGolgi yeast: -3; CYP2C19 act: 0.8; S1P2 ag: -3; DAT uptake mod: -0.71; PostGolgi ctrl: -3

What do the screens show for `Cc1ccc(NC2=CC(=O)C(=O)c3ccccc32)cc1`?
S1P2 antag: 7; sEH activator: -10; sEH inh: 12; S1P2 ag: -4; DAT uptake mod: 1.1

How did CC(C)n1nc(C(=O)NCCc2ccc(S(N)(=O)=O)cc2)c2ccccc2c1=O do in these assays?
CYP2C19 inhib: 9; S1P2 antag: -3; PostGolgi yeast: 0; CYP2C19 act: 0.9; sEH activator: -2; sEH inh: 1; S1P2 ag: -2; DAT uptake mod: -0.48; PostGolgi ctrl: 14

What do the screens show for `Cc1cc(C(=O)Nc2nnc(C3CCCCC3)s2)cs1`?
CYP2C19 inhib: -4; PostGolgi yeast: 4; CYP2C19 act: 1; DAT uptake mod: -0.064; PostGolgi ctrl: 5

Results for COc1ccc(C(=O)Nc2ccc(S(=O)(=O)N3CCCCC3)cc2)cc1OC ?
CYP2C19 inhib: -9; S1P2 antag: -3; PostGolgi yeast: 4; CYP2C19 act: 1.1; sEH activator: -12; sEH inh: 16; S1P2 ag: -1; DAT uptake mod: 0.8; PostGolgi ctrl: 30

What do the screens show for `COc1ccc(NC(=O)c2cc(-c3cc(C)ccc3O)n[nH]2)cc1Cl`?
CYP2C19 inhib: -12; S1P2 antag: -22; PostGolgi yeast: -1; CYP2C19 act: 1.1; sEH activator: 5; sEH inh: -3; S1P2 ag: -6; DAT uptake mod: -0.12; PostGolgi ctrl: 1

Results for CCOC(=O)N(C)c1ccc(C(O)(C(F)(F)F)C(F)(F)F)cc1 ?
CYP2C19 inhib: 39; S1P2 antag: 25; PostGolgi yeast: 6; CYP2C19 act: 0.6; sEH activator: 0; sEH inh: -2; S1P2 ag: -5; DAT uptake mod: 0.71; PostGolgi ctrl: -2

What do the screens show for `COc1ccc(CCN(C)Cc2ccc(OC)c(OCc3ccccc3)c2)cc1OC`?
CYP2C19 inhib: 9; S1P2 antag: 2; PostGolgi yeast: 3; CYP2C19 act: 0.9; sEH activator: 9; sEH inh: -6; S1P2 ag: -8; DAT uptake mod: 0.053; PostGolgi ctrl: 19

Results for CC(C)Oc1ccc(C2c3c(oc4ccccc4c3=O)C(=O)N2CCCN2CCOCC2)cc1 (centres undefined) ?
CYP2C19 inhib: 49; S1P2 antag: 5; PostGolgi yeast: 10; CYP2C19 act: 0.5; sEH activator: 11; sEH inh: -12; S1P2 ag: -5; DAT uptake mod: -0.27; PostGolgi ctrl: -3

What do the screens show for `Cc1nnc(SCc2nc3ccccc3nc2C)s1`?
CYP2C19 inhib: 53*; S1P2 antag: -21; PostGolgi yeast: -10; CYP2C19 act: 0.5; sEH activator: 8; sEH inh: -5; S1P2 ag: -4; DAT uptake mod: -0.58; PostGolgi ctrl: -3

Results for COc1ccc(CNC(=O)c2ccc3c(c2)N(C)C(=O)CS3=O)cc1 (centres undefined) ?
CYP2C19 inhib: -3; S1P2 antag: 27; PostGolgi yeast: 3; CYP2C19 act: 1; sEH activator: -21; sEH inh: 20; S1P2 ag: -6; DAT uptake mod: 0.93; PostGolgi ctrl: 4

How did COCCNC(=O)c1ccccc1NC(=O)c1ccccc1N(C)S(=O)(=O)c1ccc(C)cc1 do in these assays?
CYP2C19 inhib: 84*; S1P2 antag: -11; PostGolgi yeast: 7; CYP2C19 act: 0.2; sEH activator: -3; sEH inh: 5; S1P2 ag: 0; DAT uptake mod: 0.13; PostGolgi ctrl: 5

How did CC(=O)c1cccc(NC(=O)CN(c2ccccc2F)S(C)(=O)=O)c1 do in these assays?
CYP2C19 inhib: 54*; S1P2 antag: 15; PostGolgi yeast: 6; CYP2C19 act: 0.5; sEH activator: 15; sEH inh: -16; S1P2 ag: -3; DAT uptake mod: 0.48; PostGolgi ctrl: 3

What do the screens show for `Cc1nc2ncnn2c(C)c1CCC(=O)N1CCc2ccccc21`?
CYP2C19 inhib: 0; PostGolgi yeast: 26; CYP2C19 act: 1; DAT uptake mod: 0.53; PostGolgi ctrl: 23

What do the screens show for `CCOc1ccc(C(=O)OCC(=O)Nc2cc(C)on2)cc1OCC`?
CYP2C19 inhib: 17; S1P2 antag: -7; PostGolgi yeast: -7; CYP2C19 act: 0.8; sEH activator: 6; sEH inh: -6; S1P2 ag: -3; DAT uptake mod: 0.083; PostGolgi ctrl: 3

Results for CCc1cc(=O)oc2cc(C)c(CN3CCCC(C)C3)c(O)c12 (centres undefined) ?
CYP2C19 inhib: 44; S1P2 antag: -11; PostGolgi yeast: 33*; CYP2C19 act: 0.6; sEH activator: -4; sEH inh: 6; S1P2 ag: 1; DAT uptake mod: -0.2; PostGolgi ctrl: 0

How did CC(C)OC(=O)/C(=C\C=C\c1ccccc1)NC(=O)c1ccccc1 do in these assays?
CYP2C19 inhib: 9; S1P2 antag: -9; PostGolgi yeast: -10; CYP2C19 act: 0.9; sEH activator: 8; sEH inh: -6; S1P2 ag: -3; DAT uptake mod: -0.11; PostGolgi ctrl: -9

What do the screens show for `O=C(CN1CCN(c2ccc(Cl)cc2)CC1)N1CCCC1`?
CYP2C19 inhib: 63*; S1P2 antag: -4; PostGolgi yeast: -2; CYP2C19 act: 0.4; sEH activator: 5; sEH inh: -3; S1P2 ag: -4; DAT uptake mod: 0.064; PostGolgi ctrl: 17

How did CCN1CCN(C(=O)C2(NC(=O)Nc3ccccc3Cl)CCCCC2)CC1 do in these assays?
S1P2 antag: 5; sEH activator: 8; sEH inh: -4; S1P2 ag: 1; DAT uptake mod: -1.3

Of the compounds above, these have two or more sulfur atoms.
What do the screens show for `CC(Sc1ccsc1[N+](=O)[O-])C(=O)NCCc1ccc(Cl)cc1` (centres undefined)?
CYP2C19 inhib: 57*; S1P2 antag: 2; PostGolgi yeast: 70*; CYP2C19 act: 0.4; sEH activator: 1; sEH inh: -2; S1P2 ag: -6; DAT uptake mod: -1.4; PostGolgi ctrl: 34*

How did O=C(Nc1ccccc1)c1nnsc1S(=O)c1ccc(Cl)cc1 (centres undefined) do in these assays?
CYP2C19 inhib: -6; S1P2 antag: 64*; PostGolgi yeast: 105*; CYP2C19 act: 1.1; sEH activator: 8; sEH inh: -9; S1P2 ag: -6; DAT uptake mod: -1.3; PostGolgi ctrl: 102*

How did COc1cc(C(=S)N2CCOCC2)cc(OC)c1OS(=O)(=O)c1ccc(NC(C)=O)cc1 do in these assays?
CYP2C19 inhib: 58*; S1P2 antag: -9; PostGolgi yeast: -8; CYP2C19 act: 0.4; sEH activator: -10; sEH inh: 10; S1P2 ag: -1; DAT uptake mod: -1; PostGolgi ctrl: -2

What do the screens show for `Cc1cc(C(=O)Nc2nnc(C3CCCCC3)s2)cs1`?
CYP2C19 inhib: -4; PostGolgi yeast: 4; CYP2C19 act: 1; DAT uptake mod: -0.064; PostGolgi ctrl: 5

What do the screens show for `Cc1nnc(SCc2nc3ccccc3nc2C)s1`?
CYP2C19 inhib: 53*; S1P2 antag: -21; PostGolgi yeast: -10; CYP2C19 act: 0.5; sEH activator: 8; sEH inh: -5; S1P2 ag: -4; DAT uptake mod: -0.58; PostGolgi ctrl: -3
